Compound activity as filed in PubChem.
Ecoli viability: bacterial growth inhibition, counter-screen for AddAB inhibitors; AID 449728; inhibition, % at 11.9 µM; E. coli V3065 growth, OD600 absorbance, 18 h; hit rate 0.27% among 330,000;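 active = inhibition above the campaign's mean inhibition across all tested compounds plus 3 SD, cut at about 9.9% in these data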;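 note: uninfected addAB+ strain grown without phage in ampicillin broth; 0% = DMSO wells and 100% = ciprofloxacin 0.95 µg/ml wells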
PvdQ acylase: blocks Pseudomonas aeruginosa PvdQ acylase activity; purified PvdQ acylase, fluorescence plate reader; inhibition, % at 10 µM; hit rate 0.063% among 340,000; in the data active = inhibition above about 30%, passing the limit was not always enough; inconclusive = no clear call, values can overlap the other calls;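 note: 0% = vehicle neutral wells and 100% = reference inhibitor wells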
PfHsp90 yeast 2: inhibits growth of yeast expressing Plasmodium falciparum Hsp90; S. cerevisiae expressing PfHsp90, BacTiter-Glo ATP, 48 h; yeast lacking PDR1 and PDR3 efflux regulators; AID 504621; hit rate 0.32% among 310,000; inhibition, % at 9.4 µM;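 active = every replicate shows inhibition above about 80%, whatever the replicate mean, limit read from the data; inconclusive = mean inhibition reaches the set limit but some replicate falls short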;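 note: 0% = DMSO neutral controls and 100% = 20 µM radicicol positive controls; yeast relying on Plasmodium falciparum Hsp90 in place of its own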
Tat transport: E. coli Tat transport inhibition | E. coli MC4100 TorA-mCherry Tat export, fluorescence | inhibition, % at 10 µM | hit rate 0.036% among 340,000 | AID 488895;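 active = mean replicate inhibition at least 50% and at least half of replicates individually reaching 50%; inconclusive = only one of the two criteria met; inactive = neither criterion met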;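 note: exported cargo escapes ClpAP degradation while cytoplasmic cargo is degraded and loses fluorescence; 0% = median of neutral control wells and 100% = median of NaSCN control wells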
Rtt109 HAT inh: inhibitors of Candida albicans Rtt109/Vps75 histone acetyltransferase; Q5AAJ8; purified Rtt109/Vps75, ThioGlo CoA-SH fluorescence, 4 h; inhibition, % at 34.9 µM; hit rate 0.16% among 330,000; AID 540336;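 active = inhibition of at least 50% in every replicate; inconclusive = best replicate reaches 50% inhibition but some replicates fall short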
Target sequence (Q5AAJ8 whole entry, looked up): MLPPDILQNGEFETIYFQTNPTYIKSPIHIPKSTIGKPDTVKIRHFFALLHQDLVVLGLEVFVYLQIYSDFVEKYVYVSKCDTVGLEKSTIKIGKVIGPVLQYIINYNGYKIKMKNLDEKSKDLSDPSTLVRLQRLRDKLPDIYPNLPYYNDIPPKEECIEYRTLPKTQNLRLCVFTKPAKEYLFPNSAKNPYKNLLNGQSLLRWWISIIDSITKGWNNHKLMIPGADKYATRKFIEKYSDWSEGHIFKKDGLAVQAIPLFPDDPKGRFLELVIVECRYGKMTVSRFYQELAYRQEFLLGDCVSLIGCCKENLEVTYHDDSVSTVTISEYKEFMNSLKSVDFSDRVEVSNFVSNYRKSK
CAL PDZ FP: inhibitors of human CAL PDZ peptide binding. purified CAL PDZ, TMR-peptide fluorescence polarization, 1 h. inhibition, % at 20 µM. hit rate 0.02% among 330,000;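 active = highest replicate inhibition of at least 40%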;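 note: plate controls were DMSO neutral control wells for no effect and unlabeled competitor peptide control wells for full effect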
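material = purified tagged CAL PDZ domain construct (CerCALP) | compound dosing = 20 µM, one dose | times = 1 h at RT | measured by = fluorescence polarization from S- and P-plane intensities, G-factor corrected | read-out = inhibition from polarization loss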
Wnt act: Wnt/beta-catenin pathway activation; activation, % at 9.35 µM; hit rate 1.2% among 300,000; AID 743398; Wnt/beta-catenin reporter cell assay, activator, plate reader; in the data active = activation above about 30%, passing the limit was not always enough; inconclusive = no clear call, values can overlap the other calls;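 note: 0% = neutral control wells and 100% = positive control wells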
AddAB inh: less growth of phage-infected E. coli with AddAB; E. coli expressing H. pylori AddAB, absorbance growth; inhibition, % at 11.9 µM; hit rate 0.29% among 330,000; AID 435030; in the data active = inhibition above about 12%;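 note: 0% = vehicle wells of infected cells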
DAGLB inh: diacylglycerol lipase beta (human) inhibition. AID 504411. HEK293T DAGLB membrane lysate, EnzChek fluorogenic substrate. hit rate 0.059% among 340,000. inhibition, % at 5.17 µM. Q8NCG7; in the data active = inhibition above about 34%;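 note: 0% = enzyme with vehicle and 100% = wells lacking enzyme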
phage Ecoli inh: E. coli growth loss with phage present. growth absorbance. inhibition, % at 11.9 µM. hit rate 0.26% among 360,000; in the data active = inhibition above about 11%
Active calls of the source: *; u = inconclusive; x = not tested or not shown.

SMILES	Rtt109 HAT inh	Ecoli viability	PfHsp90 yeast 2	PvdQ acylase	Wnt act	Tat transport	DAGLB inh	AddAB inh	CAL PDZ FP	phage Ecoli inh
CN1C(=O)NC(c2ccc(C(F)(F)F)cc2)C2=C1CC(C)(C)CC2=O (stereo unspecified)	x	-2.8	17	-9	2	4	0	-0.5	-0.3	1.5
COc1ccc(OC(=O)c2c(C)nn(-c3ccccc3)c2C)cc1	2	-0.3	-8	-8	29	16	-5	0.6	-0.2	2.3
COc1ccc(C(C)(C)C)cc1NC(=O)C1CCCO1 (stereo unspecified)	-18	-0.2	-7	-9	-3	1	-5	0.8	-1.3	3.9
CCN(CC)C(=O)CSc1nnc(-c2ccco2)o1	-5	-1.8	-6	9	7	8	1	-1.2	x	0.0
Cc1nn(-c2ccccc2)c(N2CCCC2)c1/C=N/Nc1ccc(S(=O)(=O)Nc2ccccc2)cc1[N+](=O)[O-]	5	1.2	-6	-6	x	-3	7	3.4	0.4	2.4
COc1ccc(C(=O)CCC(=O)Nc2ccc(N3CCCCC3)cc2)cc1OC	1	-0.4	-16	0	0	-6	-1	1.5	-1.0	-0.5
CCc1nnc(NC(=O)[C@@H](NC(=O)c2cccc(S(=O)(=O)N3CCOCC3)c2)C(C)C)s1	3	2.0	-7	-16	x	-2	-1	1.0	0.4	3.5
CCCN(CC(=O)Nc1ccccc1C)C(=O)CCCNC(=O)c1ccc(Cl)cc1	5	x	x	-7	-1	-3	2	x	-2.3	0.9
CC(/C=N/NC(=O)c1cc(-c2ccccc2)nc2ccccc12)=C\c1ccco1	4	0.3	-5	6	-9	0	4	2.6	-0.6	2.6
CCOC(=O)N1CCN(C(=O)c2cccc(N3C(=O)NC4CC3(C)Oc3ccc(Cl)cc34)c2)CC1 (stereo unspecified)	-3	-2.5	-6	6	1	-2	-8	1.5	-2.0	2.8
O=C(c1cc(-c2cccc(O)c2)on1)N1CCCC1	-4	0.2	2	-8	26	-8	2	2.7	-0.4	1.1
CCCCN(CCCNc1ncnc2nc[nH]c12)c1ccccc1	-7	-0.6	11	-15	-1	2	5	2.3	-1.2	2.5
CCN1C(=O)[C@@H]2[C@@H](c3ccc(-c4ccc(OC)cc4)c(OC)c3)N3CCCC[C@@]3(C(=O)OC)[C@@H]2C1=O	4	1.7	-4	5	-6	-2	-6	4.5	0.1	0.5
COc1ccc2nc(NC(=O)C3CSC4(C)CCC(=O)N34)sc2c1 (stereo unspecified)	3	-1.1	11	-20	-2	7	2	1.0	-1.2	1.5
COc1ccc(C(=O)Nc2ccc(Cl)cc2C(=O)N2CCCC(C)C2)cc1OC (stereo unspecified)	-1	-0.5	-43	-11	x	-3	-3	0.2	0.2	1.7
CCOC(=O)Cc1csc(NC(=O)C(C)(C)CC)n1	4	-0.2	0	-8	x	-5	3	-0.8	-1.1	0.8
O=C(Nc1ccccc1O)c1csc2c1CCCC2	3	3.1	18	9	38*	2	-3	4.2	0.8	2.6
O=C(O)CC/C(=C\c1ccc(N2CCOCC2)c([N+](=O)[O-])c1)c1nc2ccccc2s1	29	x	21	-6	0	5	19	x	-0.5	2.4
CCCCOP(=O)(c1ccc(N(C)C)cc1)C(Nc1ccccc1)c1ccccc1 (stereo unspecified)	28	3.0	-18	-15	-2	20	1	0.7	-2.4	2.4
O=C(OCc1ccc(F)cc1)c1ccc2c(c1)-c1ccccc1C2=O	-10	1.4	-23	-10	x	2	-4	3.6	-1.3	2.1

3 entries out of the list above, sorted by the value under phage Ecoli inh, smallest number first:
mol | Rtt109 HAT inh | PfHsp90 yeast 2 | PvdQ acylase | Wnt act | Tat transport | DAGLB inh | AddAB inh | CAL PDZ FP | phage Ecoli inh
COc1ccc(C(=O)CCC(=O)Nc2ccc(N3CCCCC3)cc2)cc1OC | 1 | -16 | 0 | 0 | -6 | -1 | 1.5 | -1.0 | -0.5
CCN1C(=O)[C@@H]2[C@@H](c3ccc(-c4ccc(OC)cc4)c(OC)c3)N3CCCC[C@@]3(C(=O)OC)[C@@H]2C1=O | 4 | -4 | 5 | -6 | -2 | -6 | 4.5 | 0.1 | 0.5
CN1C(=O)NC(c2ccc(C(F)(F)F)cc2)C2=C1CC(C)(C)CC2=O (stereo unspecified) | x | 17 | -9 | 2 | 4 | 0 | -0.5 | -0.3 | 1.5

Back to the main list; the 3 compounds before the break are reprinted first.
SMILES	Rtt109 HAT inh	Ecoli viability	PfHsp90 yeast 2	PvdQ acylase	Wnt act	Tat transport	DAGLB inh	AddAB inh	CAL PDZ FP	phage Ecoli inh
O=C(O)CC/C(=C\c1ccc(N2CCOCC2)c([N+](=O)[O-])c1)c1nc2ccccc2s1	29	x	21	-6	0	5	19	x	-0.5	2.4
CCCCOP(=O)(c1ccc(N(C)C)cc1)C(Nc1ccccc1)c1ccccc1 (stereo unspecified)	28	3.0	-18	-15	-2	20	1	0.7	-2.4	2.4
O=C(OCc1ccc(F)cc1)c1ccc2c(c1)-c1ccccc1C2=O	-10	1.4	-23	-10	x	2	-4	3.6	-1.3	2.1
COC(=O)c1ccccc1S(=O)(=O)NNC(=O)C1COc2ccccc2O1 (stereo unspecified)	-16	x	-13	-21	2	-5	-3	x	-0.3	2.1
CC(C)N1CC(C(=O)Nc2nc3ccccc3s2)CC1=O (stereo unspecified)	-2	-1.2	x	-8	-4	-2	1	3.3	-0.5	2.4
CCOC(=O)C1C(=O)OC(C)(C)C1C(CC)C(=O)c1c(C)cc(C)cc1C (stereo unspecified)	x	-0.2	x	x	-4	x	x	5.9	x	1.8
O=C(NNC(=O)c1ccc(F)cc1F)c1ccc2c(c1)OCO2	5	-1.2	-35	-6	1	3	-2	0.5	-2.6	2.1
COc1cccc(-n2ccnc2SCC(=O)Nc2ccccc2F)c1	10	-0.5	17	-13	0	6	-3	0.8	-0.8	2.5
Cc1ccc2c(c1)[C@H]1[C@H](CO2)[C@H](c2ccccc2)[C@]2(C)C(=O)N(Cc3ccc(Cl)cc3)CC(=O)N12	3	1.3	-17	-14	-8	-6	-11	1.0	0.3	1.8
O=C(c1cccs1)c1no[n+]([O-])c1C(=O)c1cccs1	10	1.7	105*	-4	x	-37	-3	2.1	-1.6	x
CCOC(=O)c1c(-c2cccc([N+](=O)[O-])c2)cn2ccccc12	-2	0.7	-1	-8	-2	-3	0	-0.4	0.0	3.8
CCOC(=O)CSC1=N/C(=C\c2ccc(OC)c(OC)c2)C(=O)N1C	2	-0.5	-13	-3	-3	-3	-2	2.8	-1.2	3.4
CCCCOC(=O)c1ccc(NC(=O)c2cc(Cl)ccc2OC)cc1	4	0.7	x	-12	x	-6	-13	4.1	-0.2	3.1
Cc1nn(-c2ccccc2)c(Cl)c1/C=N/NC(=O)c1ccn[nH]1	13	-3.9	-3	1	0	u	2	-2.7	-4.3	1.1
CC(C)N(Cc1ccccc1)C(=S)Nc1ccc(F)cc1	-13	1.3	-24	-11	-1	6	0	-0.2	-0.5	-0.5
Cc1sc2ncn(CC(=O)NCC3COc4ccccc4O3)c(=O)c2c1S(=O)(=O)N1CCCCC1 (stereo unspecified)	3	-0.3	-8	13	-1	-4	-3	2.2	-1.6	3.9
CCN(CC)C1CCN(C(=O)CCc2nnc(CCCCc3ccccc3)o2)C1 (stereo unspecified)	-2	2.4	10	-11	-9	6	1	2.5	x	2.0
COc1ccccc1N1CCN(CC(O)COCCOc2ccc(Br)cc2)CC1 (stereo unspecified)	6	-1.1	6	-8	12	-11	-2	1.9	-0.9	2.4
Cn1cnnc1SCC(=O)Nc1ccc(Oc2ccccc2)cc1	1	5.0	19	-12	-1	-8	0	1.4	-1.1	0.9
COc1cc(Cl)c(C)cc1NC(=O)CCCn1c(=O)oc2ccccc21	-3	0.0	-31	3	-1	12	-8	1.0	-0.5	3.5
COc1cccc(OC)c1C(=O)Nc1cc(C)on1	-5	-1.4	12	4	x	-5	3	-2.4	-1.3	2.8
O=C(Nc1ccccc1F)c1ccc(CN2CCc3ccccc3C2)cc1	2	0.8	-35	-18	-1	-9	0	1.1	x	3.2
O=S(=O)(NC1CCCCC1N1CCN(c2ccc(F)cc2)CC1)c1ccccc1 (stereo unspecified)	4	1.1	15	1	-2	8	-4	3.6	0.0	1.0

More entries follow:
SMILES	Rtt109 HAT inh	Ecoli viability	PfHsp90 yeast 2	PvdQ acylase	Wnt act	Tat transport	DAGLB inh	AddAB inh	CAL PDZ FP	phage Ecoli inh
Cc1c(NC(=O)CSCc2ccc(Cl)cc2Cl)cccc1C(=O)O	0	-1.0	-4	0	1	10	-4	0.5	0.0	0.7
O=C1[C@H]2C(c3ccccc3)=NN(c3ccccc3)[C@H]2C(=O)N1c1ccccc1	-9	3.7	7	-5	1	4	-1	0.2	-3.9	2.1
Cc1ccc(N2C(S)=C(C#N)C(=O)NC23CCCCC3)cc1	-4	1.4	-6	-14	3	7	3	2.7	0.8	4.1
O=C1/C(=C/c2cccnc2)SC(=S)N1NS(=O)(=O)c1ccccc1	-5	1.5	-21	-9	-6	-14	-1	1.4	-1.7	2.5
